# Bioassay records: PubChem, several laboratories
# 5HT1a ag: agonists of human 5-HT1a serotonin receptor; CHO 5-HT1a Ga15 NFAT-bla reporter, FRET ratio; 0% basal, 100% maximal reference agonist; activation, % at 10 µM; 65,000 compounds, 0.56% hits; AID 567;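 active means activation above the screen-wide mean activation plus 3 SD, cut at about 19% in these data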;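 further: 0% = DMSO wells and 100% = 5-CT at EC100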
# MKP-1 inh: blocks human MKP-1 phosphatase activity. P28562. inhibition, %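 (compounds tested at a single concentration somewhere between 10 and 100 µM)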. AID 374. recombinant MKP-1, OMFP hydrolysis fluorescence. 65,000 compounds, 0.15% hits;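 active means inhibition above about 50%, limit read from the data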;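 further: 0% = DMSO max control wells and 100% = wells with enzyme stopped by NaOH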
# Target sequence (P28562 whole entry, looked up): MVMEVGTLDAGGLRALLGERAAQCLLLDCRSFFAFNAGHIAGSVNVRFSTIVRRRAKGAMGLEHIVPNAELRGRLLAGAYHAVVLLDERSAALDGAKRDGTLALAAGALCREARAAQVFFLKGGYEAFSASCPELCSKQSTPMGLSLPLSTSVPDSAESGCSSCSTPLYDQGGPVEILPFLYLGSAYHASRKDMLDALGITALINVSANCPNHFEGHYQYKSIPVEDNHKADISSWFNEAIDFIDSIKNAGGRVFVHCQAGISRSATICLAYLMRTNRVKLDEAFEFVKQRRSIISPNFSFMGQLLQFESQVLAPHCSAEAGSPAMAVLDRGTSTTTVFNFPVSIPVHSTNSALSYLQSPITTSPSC
# Cdc25B block: human M-phase inducer phosphatase 2 inhibition. recombinant Cdc25B, OMFP fluorescence Ex485/Em525. inhibition, %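 (compounds tested at 10 µM final in the well)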. 65,000 compounds, 0.1% hits. AID 368; in the data active means inhibition above about 50%
# Hsp90 inh: displaces geldanamycin probe from tumor Hsp90. P07900. NCI-N417 lysate Hsp90, Cy3B-geldanamycin FP displacement. inhibition, % at 30 µM. 64,000 compounds, 0.35% hits. AID 429;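 active means inhibition above 50%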;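 further: 0% = tracer plus lysate wells and 100% = tracer alone without lysate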
# * = called active by the depositor; · = not tested or not shown. These rows are one share of the data, so the mix of outcomes need not match the whole.
# Sample of the layout, 2 compounds:
# Results follow in this order: 5HT1a ag, MKP-1 inh, Cdc25B block, Hsp90 inh
- Oc1ccc(-c2nc(-c3ccc(F)cc3)c(-c3ccncc3)[nH]2)cc1
→ ·, ·, ·, 0
- NCCCCCCCCCCN
→ ·, ·, ·, 0

# The listing, from the start:
# Results follow in this order: 5HT1a ag, MKP-1 inh, Cdc25B block, Hsp90 inh
- Oc1ccc(-c2nc(-c3ccc(F)cc3)c(-c3ccncc3)[nH]2)cc1
→ ·, ·, ·, 0
- NCCCCCCCCCCN
→ ·, ·, ·, 0
- O=C(O)CCC(NC(=O)c1ccccc1C(=O)O)C(=O)O (stereo not given)
→ ·, ·, ·, 1
- C[C@](N)(Cc1ccc(O)cc1)C(=O)O
→ ·, ·, ·, -1
- COc1cc2c(cc1O)CC[C@@H]1[C@@H]2CC[C@]2(C)[C@@H](O)CC[C@@H]12
→ ·, ·, ·, 5
- CCCCCC(O)c1cccc(OCc2ccc3ccccc3n2)c1 (stereo not given)
→ ·, ·, ·, 6
- CN1CCc2c(cc(O)c(O)c2Cl)C(c2cccc(Cl)c2)C1 (stereo not given)
→ ·, ·, ·, 81*
- CNC[C@H](O)c1ccc(O)c(O)c1
→ ·, ·, ·, 36
- CCCn1c(=O)c2[nH]c(-c3ccc(OCC(=O)Nc4ccc(C#N)cc4)cc3)nc2n(CCC)c1=O
→ ·, ·, ·, -1
- O=C(O)CCCCCC[C@H]1C(=O)NC(=O)N1CC[C@@H](O)C1CCCCC1
→ ·, ·, ·, 2
- CCCC(CCC)C(=O)O
→ ·, ·, ·, 3
- O=c1[nH]c2cc([N+](=O)[O-])c([N+](=O)[O-])cc2[nH]c1=O
→ ·, ·, ·, 4
- NCCCC(=O)O
→ ·, ·, ·, 1
- CN1CCN(CC/C=C2/c3ccccc3Sc3ccc(S(=O)(=O)N(C)C)cc32)CC1
→ ·, ·, ·, 1
- NC(N)=NCCCCN=C(N)N
→ ·, ·, ·, 1
- CCN1CCC[C@H]1CNC(=O)c1cc(S(N)(=O)=O)ccc1OC
→ ·, ·, ·, 1
- CCN(CC)C(C)C(=O)N1c2ccccc2Sc2ccccc21 (stereo not given)
→ ·, ·, ·, 3
- Cc1cccc(C)c1OCC(N)C(C)C (stereo not given)
→ ·, ·, ·, 1
- NC/C=C\C(=O)O
→ ·, ·, ·, 0
- O=C(O)C1CN(CCCP(=O)(O)O)CCN1 (stereo not given)
→ ·, ·, ·, 1

# Single records (already shown). Values in the order: 5HT1a ag	MKP-1 inh	Cdc25B block	Hsp90 inh
# Results for CN1CCc2c(cc(O)c(O)c2Cl)C(c2cccc(Cl)c2)C1 (stereo not given) : ·	·	·	81*
# Results for O=C(O)C1CN(CCCP(=O)(O)O)CCN1 (stereo not given) : ·	·	·	1
# Results for O=c1[nH]c2cc([N+](=O)[O-])c([N+](=O)[O-])cc2[nH]c1=O : ·	·	·	4
# Results for CCN(CC)C(C)C(=O)N1c2ccccc2Sc2ccccc21 (stereo not given) : ·	·	·	3
# Results for CCCCCC(O)c1cccc(OCc2ccc3ccccc3n2)c1 (stereo not given) : ·	·	·	6

# (further entries)
# Results follow in this order: 5HT1a ag, MKP-1 inh, Cdc25B block, Hsp90 inh
- CSC(=N)N
→ ·, ·, ·, -2
- CN1CCC2=C(CCCC2CCc2ccc(Cl)c(Cl)c2)C1 (stereo not given)
→ ·, ·, ·, 0
- CCCCCn1c(CCNC(=O)c2cccs2)nc2ccccc21
→ -0.8, ·, ·, ·
- O=C(CSc1oc(-c2ccco2)nc1S(=O)(=O)c1ccc(F)cc1)NCC1CCCO1 (stereo not given)
→ -1.7, ·, ·, ·
- C=C(C)Cn1c(N2CCC(Cc3ccccc3)CC2)nc2c1c(=O)[nH]c(=O)n2C
→ 8.0, ·, ·, ·
- c1nc(N2CCCC2)c2[nH]cnc2n1
→ 0.2, ·, ·, ·
- CCCn1cc(S(=O)(=O)CC(=O)NC2CCCCC2)c2ccccc21
→ 0.0, ·, ·, ·
- NCCNCCNCCN
→ ·, 8, 3, ·
- N[C@H](Cc1c[nH]c2ccccc12)C(=O)O
→ ·, 10, -11, ·
- CCNC(=O)[C@@H]1CCCN1C(=O)[C@H](CCCN=C(N)N)NC(=O)[C@H](CC(C)C)NC(=O)[C@@H](CC(C)C)NC(=O)[C@H](Cc1ccc(O)cc1)NC(=O)[C@H](CO)NC(=O)[C@H](Cc1c[nH]c2ccccc12)NC(=O)[C@H](Cc1cnc[nH]1)NC(=O)[C@@H]1CCC(=O)N1
→ ·, -4, -9, ·
- Cc1cc2c(cc1C)NC(c1c(C)n(C)n(-c3ccccc3)c1=O)C1=C(CC(C)(C)CC1=O)N2 (stereo not given)
→ -1.2, ·, ·, 0
- Nc1ccn([C@@H]2O[C@H](CO)[C@@H](O)[C@@H]2O)c(=O)n1
→ ·, 11, -7, 1
- O=C(Cn1c(=O)sc2ccccc21)Nc1nc2c(s1)CCCC2
→ ·, 13, -4, 0
- COC(=O)C1(S(=O)(=O)c2ccc(C)cc2)CCOCC1
→ ·, 17, -4, 0
- CCn1cc(C(=O)O)c(=O)c2cc3c(cc21)OCO3
→ ·, 7, -11, 0
